E coli Lon inh: inhibitors of E. coli Lon protease, primary screen, biochemical, fluorescence polarization; hit rate 0.42% among 360,000; inhibition, % at 7.94 µM; purified E. coli Lon protease; P0A9M0; in the data active = inhibition above about 13%, passing the limit was not always enough;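 also: 0% = enzyme with probe and DMSO and 100% = no enzyme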
MsrA act: bovine MsrA enzyme activators, primary screen, biochemical, absorbance, HTS | Methionine sulfoxide reductase A (Bos taurus) | purified bovine MsrA, absorbance read-out | activation, % at 10.6 µM | hit rate 0.3% among 360,000; in the data active = activation above about 7.5%;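 also: 0% = vehicle and 100% = reference activator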
PABP1 MLLE inh: inhibitors of PABP1 MLLE–PAM2 peptide binding, primary screen, biochemical, fluorescence polarization, FITC-PAM2, GST-MLLE; Polyadenylate-binding protein 1 (Homo sapiens), P11940; inhibition, % at 20 µM; hit rate 0.36% among 360,000; AID 588489, 2011; in the data active = inhibition above about 35%, passing the limit was not always enough;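 also: plate controls were DMSO wells with GST-MLLE for no effect and wells lacking GST-MLLE protein for full effect; some results filed as inactive read as strong as hits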
TbMetRS inhib: T. brucei MetRS inhibitors, primary screen, biochemical, luminescence; methionyl-tRNA synthetase (Trypanosoma brucei brucei); purified T. brucei MetRS, ATP depletion, Kinase-Glo luminescence; inhibition, % at 11.9 µM; hit rate 0.4% among 360,000; AID 624268, 2012;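 active = inhibition above a per-plate cutoff of the control wells' mean inhibition plus 3 SD, cut at about 5.5% in these data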;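 also: 0% = DMSO wells median and 100% = median of wells with control inhibitor compound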
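technique = Kinase-Glo luminescence, ATP depletion format | system = purified MetRS (methionyl-tRNA synthetase) enzyme from Trypanosoma brucei | timing = 15 min preincubation, 2 h reaction, all 25 °C | evaluation = percent inhibition versus plate control medians | dosing = single dose, 11.9 µM final nominal, 0.9% final DMSO | also added = substrates ATP, L-methionine and bulk Escherichia coli tRNA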
Rin1-Abl PPI inh: inhibitors of Rin1-Abl protein binding, primary screen, biochemical, TR-FRET; inhibition, % at 7.35 µM; Tyrosine-protein kinase ABL1 (Homo sapiens) + Ras and Rab interactor 1 (Homo sapiens), …; hit rate 0.4% among 360,000; AID 588664, 2011; in the data active = inhibition above about 5%, passing the limit was not always enough
Target sequence (P00519 whole entry, looked up): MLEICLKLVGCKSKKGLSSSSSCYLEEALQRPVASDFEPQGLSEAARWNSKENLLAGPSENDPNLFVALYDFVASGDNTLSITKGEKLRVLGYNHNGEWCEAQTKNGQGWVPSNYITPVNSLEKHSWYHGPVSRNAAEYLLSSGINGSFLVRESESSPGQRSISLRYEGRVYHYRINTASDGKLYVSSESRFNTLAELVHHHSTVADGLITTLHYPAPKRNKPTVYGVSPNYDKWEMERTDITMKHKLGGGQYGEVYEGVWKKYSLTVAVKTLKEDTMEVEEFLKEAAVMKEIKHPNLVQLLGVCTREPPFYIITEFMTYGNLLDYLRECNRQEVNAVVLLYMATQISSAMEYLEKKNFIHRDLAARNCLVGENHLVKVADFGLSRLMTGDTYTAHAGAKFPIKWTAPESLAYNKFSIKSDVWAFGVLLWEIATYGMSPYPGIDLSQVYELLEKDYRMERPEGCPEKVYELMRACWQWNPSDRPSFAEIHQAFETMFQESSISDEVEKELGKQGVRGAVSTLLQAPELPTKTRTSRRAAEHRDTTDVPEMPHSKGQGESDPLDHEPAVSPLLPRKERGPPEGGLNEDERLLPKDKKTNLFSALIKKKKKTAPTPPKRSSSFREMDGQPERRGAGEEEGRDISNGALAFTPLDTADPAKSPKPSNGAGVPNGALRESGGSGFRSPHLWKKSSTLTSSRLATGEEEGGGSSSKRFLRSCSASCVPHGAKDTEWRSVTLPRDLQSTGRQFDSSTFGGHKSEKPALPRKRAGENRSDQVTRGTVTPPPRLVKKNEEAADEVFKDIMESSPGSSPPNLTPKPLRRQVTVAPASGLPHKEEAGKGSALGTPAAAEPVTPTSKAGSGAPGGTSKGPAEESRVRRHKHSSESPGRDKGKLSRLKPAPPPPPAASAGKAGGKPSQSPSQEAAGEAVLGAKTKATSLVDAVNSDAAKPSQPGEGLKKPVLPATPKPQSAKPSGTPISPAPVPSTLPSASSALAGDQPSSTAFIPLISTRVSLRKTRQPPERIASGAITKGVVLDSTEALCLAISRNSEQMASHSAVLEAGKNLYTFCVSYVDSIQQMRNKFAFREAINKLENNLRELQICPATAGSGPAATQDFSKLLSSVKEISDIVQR
Target sequence (Q13671 whole entry, looked up): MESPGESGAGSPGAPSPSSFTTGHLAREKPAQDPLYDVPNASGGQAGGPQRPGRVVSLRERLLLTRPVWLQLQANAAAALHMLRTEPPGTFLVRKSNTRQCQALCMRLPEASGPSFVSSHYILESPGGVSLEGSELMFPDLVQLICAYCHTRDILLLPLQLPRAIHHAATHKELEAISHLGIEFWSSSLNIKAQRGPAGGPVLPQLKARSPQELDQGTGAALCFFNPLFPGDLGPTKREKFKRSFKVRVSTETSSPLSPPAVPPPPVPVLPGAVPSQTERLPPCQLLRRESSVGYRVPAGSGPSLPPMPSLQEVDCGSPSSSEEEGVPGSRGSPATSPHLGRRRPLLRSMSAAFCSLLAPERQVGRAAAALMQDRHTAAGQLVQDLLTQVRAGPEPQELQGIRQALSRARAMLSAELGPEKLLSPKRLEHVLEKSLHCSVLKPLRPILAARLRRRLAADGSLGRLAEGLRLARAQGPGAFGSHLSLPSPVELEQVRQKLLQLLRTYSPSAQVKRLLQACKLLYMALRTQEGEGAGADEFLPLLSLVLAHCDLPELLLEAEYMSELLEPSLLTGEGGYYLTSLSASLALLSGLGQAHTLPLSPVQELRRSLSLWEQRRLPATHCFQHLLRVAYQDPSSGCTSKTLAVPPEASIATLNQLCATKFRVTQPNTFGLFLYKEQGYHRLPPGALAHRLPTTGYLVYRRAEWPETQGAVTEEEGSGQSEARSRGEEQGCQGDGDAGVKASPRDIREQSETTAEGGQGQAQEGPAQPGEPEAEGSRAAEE
FAS TE block: FAS thioesterase domain inhibitors, primary screen, biochemical, fluorescence intensity, uHTS; Fatty acid synthase (Homo sapiens), P49327; recombinant FAS-TE, OMFH fluorogenic substrate, fluorescence endpoint; inhibition, % at 15 µM; hit rate 0.67% among 360,000; AID 602261, 2012;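 active = compounds whose normalised, plate-corrected inhibition of enzyme fluorescence in the single-dose primary screen is 50% or more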;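 also: 0% = DMSO with enzyme and 100% = substrate without enzyme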
MsrA inh: bovine MsrA enzyme inhibitors, primary screen, biochemical, absorbance, HTS; Methionine sulfoxide reductase A (Bos taurus); purified bovine MsrA, absorbance read-out; inhibition, % at 15.5 µM; hit rate 0.75% among 360,000; in the data active = inhibition above about 4.5%;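 also: 0% = vehicle wells with enzyme and 100% = reference inhibitor wells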
CSN inh: inhibitors of CSN-mediated cullin deneddylation, primary screen, biochemical, fluorescence polarization, uHTS; COP9 signalosome complex subunit 5 (Homo sapiens), Q92905; Purified CSN, SCF-Nedd8-OG deneddylation; inhibition, % at 12.5 µM; hit rate 0.38% among 360,000; AID 651999, 2013;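 active = pattern-corrected inhibition above about 35%, with an unprinted fluorescence ratio check between 0.5 and 1.5, limit read from the data, passing the limit was not always enough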;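 also: 0% = enzyme with substrate and 100% = substrate without enzyme; some results filed as inactive read as strong as hits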
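Assay system: purified human Csn5 enzyme expressed in HEK293T cells; measure: % inhibition; also added: SCFSkp2-Nedd8OG substrate at 10 nM final; technique: fluorescence polarization; times: reaction 90 min, room temperature; medium: Tris buffer pH 7.5, NaCl, DTT, Tween-20, trehalose, ovalbumin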
Neddyl block: inhibitors of cullin neddylation, primary screen, biochemical, TR-FRET, uHTS, NAE and Ubc12 | calls only at 25 µM | hit rate 0.58% among 360,000 | AID 651699, 2012; in the data active = inhibition above about 36%
Active calls of the source: *; i = inactive; + = active, no number.

molecule,Rin1-Abl PPI inh,MsrA act,PABP1 MLLE inh,MsrA inh,CSN inh,FAS TE block,TbMetRS inhib,Neddyl block,E coli Lon inh
COc1ccc(CN=Cc2c(O)[nH]c3ccccc23)cc1,-2,-5,3,3.0,1,-2,0.0,i,6
COc1ccccc1OCc1cc(C(=O)N2CC3C[C@@H]4CC2C[C@H](C3)C4)no1,-1,-3,-11,0.8,-1,4,0.2,i,3
CCCn1ncc(OC)c(Cl)c1=O,0,-3,-2,-0.8,-5,-4,-0.4,i,-3
O=S(=O)(c1cccs1)N1CCN(c2ccccc2Cl)CC1,5,-5,-3,0.1,1,24,-0.1,i,2
Cc1cc(NC(=O)CSc2nc(Cc3ccccc3)c(C)[nH]2)no1,5,0,-25,-0.7,2,-4,0.3,i,1
O=c1sc2ccccc2c(N2CCCC2)c1[N+](=O)[O-],1,-10,13,1.0,-1,-1,-1.0,i,-2
COc1ccc(-n2c(Cn3c(=O)sc4ccccc43)nnc2SCC(=O)N2CCCC2)cc1,-2,-1,-19,0.0,-4,3,-1.6,i,4
CCOCC(=O)Nc1nnc(COc2ccc(Cl)cc2)s1,2,-5,37*,0.1,0,1,-0.8,i,-7
O=C(NCc1ccccc1Cl)C1CCCN(S(=O)(=O)c2cnc[nH]2)C1 (centres undefined),1,-4,-11,0.7,2,-6,-0.8,i,-5
NC(=O)COC(=O)c1ccccc1Oc1ccccc1,0,0,5,-0.8,3,-2,0.0,i,-2
Cc1cc(Br)c(OCc2ccc(C(=O)N/N=C3\CC4CC=CC34)cc2)c(Br)c1 (centres undefined),-2,-4,-1,0.0,4,12,0.6,i,7
CCOC(=O)c1cc(=O)n2nc(-c3ccccc3F)nc2s1,4,4,16,0.4,2,-6,0.0,i,-2
Cc1ccsc1C1C(C#N)=C(N)Oc2n[nH]c(C)c21 (centres undefined),0,-1,1,1.0,1,-3,0.6,i,-12
COc1cc(C)c(Cl)cc1S(=O)(=O)NCCCN1CCOCC1,0,-3,-2,0.5,1,-2,-1.1,i,13
Cc1ccc(C(=Cc2ccc([N+](=O)[O-])cc2)C(=O)O)cc1,0,-4,7,1.9,0,0,0.0,i,-6
CN(CCC#N)c1ccc(/C=C(\C#N)c2ccccn2)cc1,-7,4,-15,2.6,-13,2,-0.2,i,-8
CCC(CC)N=C1NS(=O)(=O)c2cc([N+](=O)[O-])ccc21,2,-3,-20,-2.0,2,-1,-0.2,i,-5
Cc1ccsc1C(=O)OCC(=O)N(C)c1c(N)n(Cc2ccccc2)c(=O)[nH]c1=O,-4,-3,14,0.3,-2,-5,-0.5,i,-6
O=C1CN(S(=O)(=O)c2cc(Br)ccc2Br)CCN1,5,-2,-2,1.1,-4,-7,0.8,i,0
C=CCn1c(SCc2ccc3nonc3c2)nnc1-c1cccs1,-2,-1,-13,2.7,-1,17,0.3,i,0
COc1cccc(CN(CC(=O)NC2CCCCC2)C(=O)c2csnn2)c1,1,-6,8,0.1,-5,-2,-0.7,i,8
C=CCCC(=O)N1CCC(CCC(=O)NC2CC2)CC1,-5,0,-17,-0.6,3,-6,-0.6,i,3
CCN(CC)CCNC(=O)c1nn(-c2ccc(C)cc2)c(=O)c2c1c1ccccc1n2C,0,-13,4,0.3,1,-10,-2.8,+,-5
CCOC(=O)N1CCC(NC(=O)CC2C(=O)NCCN2Cc2ccccc2)CC1 (centres undefined),1,-2,-9,0.8,-5,-5,-0.2,i,7
O=C(c1ccco1)N1CCN(C(=O)C2CCCN(S(=O)(=O)c3cccc4nsnc34)C2)CC1 (centres undefined),-1,-1,4,-0.2,0,-7,-0.5,i,3
COc1ccc(S(=O)(=O)N(CCC(=O)O)Cc2ccccc2)cc1,3,-2,-1,2.4,-3,-6,-0.5,i,-9
O=C(Nc1cccc(Cl)c1)C1CCCCC1,0,-3,1,0.4,-1,0,0.2,i,-11
CC(C)N1CCC1(C)C(=O)Nc1cc(-c2ccccc2)nn1C (centres undefined),-1,-7,-5,-0.8,1,-4,-0.5,i,-1
Cc1ccc2[nH]c3nc(N/N=C/c4cccc(O)c4)nnc3c2c1,-2,-5,-6,0.3,-4,-2,0.3,i,-9
CCOc1cccc2cc(C(N)=O)c(=N)oc12,5,-4,-49,2.3,-3,-2,-0.7,i,7
Cc1nc2ccccc2nc(C)c1=NOCc1cccc(F)c1,3,-3,-1,0.1,-5,22,2.0,i,-1
COC/C=C/C1=CC2=CC(=O)C(C)(OC(=O)c3cnc4ccccc4n3)C(=O)C2=CN1CCN1CCOCC1 (centres undefined),2,-1,6,2.0,2,-6,0.0,i,-11
O=C(CCCCCN1C(=O)c2ccccc2C1=O)NCCc1nc2ccccc2[nH]1,-5,-3,-6,1.7,-4,5,-0.7,i,3
CCn1cc(S(=O)(=O)c2ccc(Cl)cc2)c(=O)c2cc(OC)ccc21,0,-1,-16,1.6,-1,28,-0.4,i,5
CCOc1ccc(CNC(=O)CCCN2C(=O)C(c3ccccc3)Oc3cccnc32)cc1 (centres undefined),2,-2,-5,0.2,2,-4,-0.4,i,-2
CCOC(=O)c1c(NC(=O)CN2C(=O)C(=O)N(C(C)C)C2=O)sc(C)c1CC,0,-1,35,0.5,1,14,-0.5,i,-17
CC1(C(=O)NC2CCCC2)CCC(=O)N1CCCn1ccnc1 (centres undefined),0,-1,-6,-0.1,-5,-10,-1.0,i,3
COc1ccccc1C(=O)NC(=S)NC12CC3CC(CC(C3)C1)C2,-2,-4,15,-0.2,4,17,-0.5,i,10
COC(=O)c1cc(Cl)c(NC(=O)c2ccc(F)cc2)cc1OC,-3,-8,19,2.8,4,-13,-0.5,i,8
CCn1cc(S(=O)(=O)N2CCCC2)cn1,-1,-1,-5,-0.8,-2,2,-0.6,i,-3
O=C(c1ccc(S(=O)(=O)c2ccc(Cl)cc2)cc1)N1CCOCC1,2,-2,-8,-0.1,-14,-2,0.0,i,5
CN(CC(=O)NC1CC1)S(=O)(=O)c1ccc(F)cc1,2,-3,-1,1.6,-5,-6,-0.4,i,-6
O=C(CCn1c(=O)c2ccccc2n(Cc2cc(=O)n3ccccc3n2)c1=O)NCc1ccco1,2,-3,12,1.2,-6,-7,0.3,i,5
COC(=O)[C@H]1C[C@H](OC(=O)Nc2cccs2)[C@@]2(O)CN(S(=O)(=O)c3ccc(C)cc3)CC2[C@H]1C(=O)OC (some centres undefined),0,-4,15,1.2,6,0,0.9,i,-12
Cc1ccc(S(=O)(=O)N2CCOCC2)cc1NC(=O)Cn1nnc(-c2ccccc2)n1,-2,-6,-37,2.1,2,0,-0.2,i,3
O=C1CCCCC1,-1,-1,-1,0.5,-3,-2,-0.2,i,-1
c1csc(C(c2nnnn2C2CCCC2)N2CCCC3(CCCCC3)C2)c1 (centres undefined),3,-11,-7,-0.1,-4,12,-0.8,i,-4
O=C(CC1C(=O)OCN1C(=O)OCc1ccccc1)OCC(=O)c1ccccc1 (centres undefined),1,-3,4,-0.8,2,2,-0.2,i,6
O=C(CCCn1c(=S)[nH]c2ccccc2c1=O)N1CCCCC1,0,-2,-46,0.6,2,-3,-0.4,i,-8
COC(=O)C(C)Sc1nc2c(c(=O)n1-c1ccccc1)SCC2 (centres undefined),1,-14,6,1.4,2,-6,-1.6,i,-7

(next part)
molecule,Rin1-Abl PPI inh,MsrA act,PABP1 MLLE inh,MsrA inh,CSN inh,FAS TE block,TbMetRS inhib,Neddyl block,E coli Lon inh
O=C(O)Cn1c(=O)c2c3c(sc2n(Cc2ccc(Cl)cc2Cl)c1=O)CCCC3,-2,-1,-5,0.4,5,46,-0.4,i,0
CCOc1ccc(CCNC(=O)c2cccnc2N2CCCC2)cc1OCC,2,0,-11,1.5,4,-6,-0.5,i,0
O=C1C(=Cc2cccc(F)c2)Cc2ccccc21,4,-9,8,-0.2,4,4,-1.3,i,-1
COc1ccc(-c2cc(-c3ccccc3)nc(-c3ccc4c(c3)NC(=O)CO4)c2)cc1,0,-1,2,0.1,0,20,-0.1,i,-6
COc1ccc(C(O)c2nc(-c3cccc(C(F)(F)F)c3)cs2)cc1 (centres undefined),-3,-1,1,0.2,-6,28,0.3,i,7
O=C(Cc1ccc(Cl)cc1)NCCN1CCCC1,1,0,-8,-1.7,5,-2,-0.1,i,-3
CCN(c1ccc(C(=O)CN2C(=O)NC3(CCOc4ccccc43)C2=O)cc1)S(C)(=O)=O (centres undefined),2,-2,-30,0.3,3,-3,0.1,i,-13
COc1ccc(Br)c(Cn2c(C)c(C(=O)N(C)Cc3ccc(F)cc3)sc2=O)c1,-4,-2,13,-0.7,-1,15,-0.8,i,4
CCCC1(C(=O)O)NC(c2cccc(OC)c2O)C2C(=O)N(c3ccccc3)C(=O)C21 (centres undefined),0,-1,7,-1.3,4,1,0.1,i,-7
Cc1cc(NC(=O)c2ccc(F)cc2)n(-c2ccccc2)n1,2,-2,-4,0.1,-2,-9,-0.2,i,-1
CC(=O)Nc1cncc(-c2cccc(C(=O)N(C)C)c2)n1,-4,-1,10,1.1,-5,-5,-0.2,i,-15

High-throughput results (PubChem BioAssay)
